Compound activity: PubChem, Broad Institute
E-selectin induc: induces E-selectin expression in human endothelial cells | AID 686992 | hit rate 0.37% among 260,000 | P16581 | activation, % at 7.58 µM | HUVEC E-selectin immunofluorescence imaging; normalized: neutral wells 0, TNF-alpha wells 100;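 active = mean E-selectin-positive cell signal at least 10% of the positive control, reached in at least 60% of replicates, without over 20% cell loss; inconclusive = no rule given, readout overlaps actives, possibly toxicity-flagged; inactive = the rest, including those meeting only one limit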;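 note: in these data hits start at about 27%; measured in HUVEC primary endothelial cells; signal is the percent of cells scored E-selectin positive by PE staining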
Target sequence (P16581 whole entry, looked up): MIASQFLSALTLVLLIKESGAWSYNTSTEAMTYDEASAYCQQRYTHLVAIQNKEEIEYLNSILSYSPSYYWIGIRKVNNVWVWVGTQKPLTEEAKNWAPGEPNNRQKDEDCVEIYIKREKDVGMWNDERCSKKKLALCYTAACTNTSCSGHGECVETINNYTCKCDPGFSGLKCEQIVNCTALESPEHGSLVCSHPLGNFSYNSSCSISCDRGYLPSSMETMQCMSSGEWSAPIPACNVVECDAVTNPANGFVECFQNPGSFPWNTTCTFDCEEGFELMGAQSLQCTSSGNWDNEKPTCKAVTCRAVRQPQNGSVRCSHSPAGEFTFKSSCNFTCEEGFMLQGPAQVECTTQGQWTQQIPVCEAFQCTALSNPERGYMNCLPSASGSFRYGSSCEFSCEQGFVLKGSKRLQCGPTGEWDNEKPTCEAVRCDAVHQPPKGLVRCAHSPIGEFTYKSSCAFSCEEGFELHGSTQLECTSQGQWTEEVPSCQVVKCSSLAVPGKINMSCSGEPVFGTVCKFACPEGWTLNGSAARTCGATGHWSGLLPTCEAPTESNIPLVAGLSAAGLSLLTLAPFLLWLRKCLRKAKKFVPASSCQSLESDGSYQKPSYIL
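material = human umbilical vein endothelial cells (HUVEC), E-selectin induction | quantity = 3,000 cells/well | medium = EGM-2 growth medium on 0.1% gelatin-coated wells | technique = immunofluorescence imaging | read-out basis = % PE-positive cells | control set = TNF-alpha positive control, DMSO neutral control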
RAD52 inh: inhibitors of human RAD52 DNA annealing; P43351; hit rate 0.46% among 360,000; inhibition, % at 18.7 µM; AID 651710; recombinant RAD52 DNA annealing, FRET fluorescence;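 active = every replicate showing at least 50% inhibition; inconclusive = mean inhibition at least 50% but not in every replicate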
Casp6 inh: inhibitors of human caspase-6; P55212; purified caspase-6, Z-VEID-R110 cleavage fluorescence; AID 686996; inhibition, % at 12.5 µM; hit rate 0.53% among 350,000;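 active = mean inhibition across replicates at least about 35%, with every replicate also reaching that limit, limit read from the data; inconclusive = only one of the two criteria met; inactive = neither criterion met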;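 note: 0% = median of neutral control wells and 100% = no fluorescence left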
Target sequence (P55212 24-179 limits assumed): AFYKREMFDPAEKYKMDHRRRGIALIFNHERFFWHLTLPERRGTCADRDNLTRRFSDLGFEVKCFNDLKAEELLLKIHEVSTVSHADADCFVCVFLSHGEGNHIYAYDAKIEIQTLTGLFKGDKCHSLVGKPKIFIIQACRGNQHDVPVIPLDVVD
Target sequence (P55212 194-293 limits assumed): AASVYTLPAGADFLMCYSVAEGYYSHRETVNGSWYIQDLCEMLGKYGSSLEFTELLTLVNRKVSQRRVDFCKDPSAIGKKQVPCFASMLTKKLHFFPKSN
ARNT-TACC3 inh: disrupts binding between human ARNT and TACC3 | Q9Y6A5 | AlphaScreen His-ARNT PAS-B/GST-TACC3 binding, luminescence; TACC3 fragment carries E629A point mutation | inhibition, % at 9.99 µM | hit rate 0.66% among 390,000;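 active = mean inhibition of replicates at least 50% and at least half of replicates each reaching 50%; inconclusive = half or more replicates reach 50% but mean below 50%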;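 note: 0% = complete ARNT plus TACC3 wells and 100% = ARNT alone without TACC3; many hits fall short of the cut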
PglD DTNB: PglD (C. jejuni) enzyme inhibition | AID 602405 | inhibition, % at 12.5 µM | purified PglD enzyme, DTNB colorimetric CoA detection | hit rate 0.098% among 360,000; in the data active = inhibition above about 16%, passing the limit was not always enough; inconclusive = no clear call, values can overlap the other calls; note: strong numbers were not always called active
esBAF inh: blocks esBAF chromatin remodeling in mouse ES cells; Bmi1-luciferase knock-in reporter, 24 h; 100% = twice the neutral-well signal; reporter increase, % at 12.5 µM; hit rate 2% among 350,000; in the data active = activation above about 40%; inconclusive = no clear call, values can overlap the other calls;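 note: 0% = median of the plate's neutral control wells and 100% = double that signal; a rise in the Bmi1 reporter signal indicates esBAF inhibition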
RAD54 branch: RAD54 (human) branch migration inhibition; Q92698; RAD54 Holliday junction branch migration, FAM/BHQ fluorescence; inhibition, % at 10.4 µM; hit rate 0.14% among 360,000; AID 602329;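 active = mean normalized replicate activity at least 40 and at least half of replicates scoring 40 or more; inconclusive = only one of the two criteria met; inactive = mean below 40 and under half of replicates reaching 40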;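 note: 0% = median of neutral control wells and 100% = median of positive control wells; inhibitors cause a drop in the FAM fluorescence signal; in these data hits start at about 50%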
ERp5 block: ERp5 (human) disulfide isomerase inhibition; Q15084; ERp5 insulin aggregation, absorbance 650 nm, 90 min; inhibition, % at 9.99 µM; hit rate 0.05% among 350,000;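 active = mean replicate inhibition above about 25%, with every replicate also reaching it, limit read from the data, passing the limit was not always enough; inconclusive = only one of those two criteria met; inactive = neither criterion met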
Starred values were filed as active, the others as inactive; ? = inconclusive; nt = no result given.

SMILES	E-selectin induc	RAD52 inh	Casp6 inh	ARNT-TACC3 inh	PglD DTNB	esBAF inh	RAD54 branch	ERp5 block
C[C@H](CO)N1C[C@H](C)[C@@H](CN(C)Cc2ccc(C(=O)O)cc2)Oc2ccc(N(C)C)cc2C1=O	-8.7	5	-1	-21	1	0	0	0
CCOC(=O)C(=O)/C(C#N)=C/Nc1ccc(F)cc1	nt	nt	nt	3	11	1	-8	nt
CC(C)c1ccc(-c2cc(C(=O)N3CCOCC3)c3cc(Br)ccc3n2)cc1	-0.4	-1	4	0	5	11	-2	6
COc1ccc(-c2csc(NC(=O)CSCC(=O)Nc3cc(C)on3)n2)c(OC)c1	0.0	-11	2	-4	nt	nt	nt	-3
CC(C)NC(=O)N(C)C[C@H]1OCCCC[C@@H](C)Oc2ccc(NC(=O)c3ccncc3)cc2C(=O)N([C@@H](C)CO)C[C@H]1C	0.5	-17	-4	-5	0	6	-8	2
CC(C)/C=C/CN1CCCC(N2CCN(c3cccc(Cl)c3)CC2)C1 (centres undefined)	nt	-6	-6	-5	0	-2	-6	2
COc1ccc(S(=O)(=O)N(C)C)cc1NC(=O)c1ccc(OCC2CCCO2)cc1 (centres undefined)	-0.1	-19	-1	nt	7	-5	-4	-2
CC(C)c1ccc(/C=C2\SC(N3CCOCC3)=NC2=O)cc1	-0.1	-10	2	5	-5	-8	3	3
COCCN1C(=O)N[C@@H](c2cccc(C(F)(F)F)c2)[C@@H](C(=O)OC)[C@H]1C	0.6	nt	nt	13	1	-9	-9	nt
O=C(Nc1nc(-c2ccccn2)cs1)c1ccc([N+](=O)[O-])o1	nt	-19	8	61*	0	2	2	-5
O=C1C2CC=CCC2C(=O)N1Cc1nnc(-c2ccc(Cl)cc2)o1 (centres undefined)	8.5	-16	0	-7	nt	nt	nt	-7
O=[N+]([O-])c1ccc(COc2cccc(CN3CCCCC3)c2)cc1	-0.1	-10	-1	11	1	-5	5	-3
Cc1oc(S(=O)(=O)N(C)C)cc1C(=O)Nc1ccc(Cl)cc1	-0.1	-5	-1	-5	nt	nt	nt	6
COc1ccc(C(=O)N2CCN(c3ccc(C(C)=O)cc3)CC2)cc1S(=O)(=O)N1CCCC1	nt	-19	-1	-2	-3	48*	-7	4
CN(C)C(=O)c1cccc(-c2cccc(-c3nc(C(=O)NCc4ccccc4)cc4c3[C@@H](CCO)N([S@](=O)C(C)(C)C)C4)c2)c1	10	18	2	-3	-1	13	-1	3
O=C(NCC[C@H]1CC[C@@H](NC(=O)C2CC2)[C@H](CO)O1)Nc1ccc(Cl)cc1	-0.1	13	-3	0	39	15	-1	-2
CSc1ccc(-c2nc(CN3CCCCC3c3cccnc3)c(C)o2)cc1 (centres undefined)	nt	-118	-3	14	nt	?	nt	-3
Cc1nn(C2CCCCC2)c(N)c1-c1ccccc1	nt	nt	nt	0	7	19	-8	nt
COc1ccccc1NS(=O)(=O)c1cccs1	nt	-11	0	-7	1	3	16	?
CCCC(=O)N(Cc1cc(=O)[nH]c2ccccc12)c1ccc(C)cc1C	-0.2	0	6	-2	-4	-6	-3	4

Filtered by structure, those above with a furan ring, fused or not.
SMILES	E-selectin induc	RAD52 inh	Casp6 inh	ARNT-TACC3 inh	PglD DTNB	esBAF inh	RAD54 branch	ERp5 block
O=C(Nc1nc(-c2ccccn2)cs1)c1ccc([N+](=O)[O-])o1	nt	-19	8	61*	0	2	2	-5
Cc1oc(S(=O)(=O)N(C)C)cc1C(=O)Nc1ccc(Cl)cc1	-0.1	-5	-1	-5	nt	nt	nt	6

The listing picks up with the five entries that preceded the break.
SMILES	E-selectin induc	RAD52 inh	Casp6 inh	ARNT-TACC3 inh	PglD DTNB	esBAF inh	RAD54 branch	ERp5 block
O=C(NCC[C@H]1CC[C@@H](NC(=O)C2CC2)[C@H](CO)O1)Nc1ccc(Cl)cc1	-0.1	13	-3	0	39	15	-1	-2
CSc1ccc(-c2nc(CN3CCCCC3c3cccnc3)c(C)o2)cc1 (centres undefined)	nt	-118	-3	14	nt	?	nt	-3
Cc1nn(C2CCCCC2)c(N)c1-c1ccccc1	nt	nt	nt	0	7	19	-8	nt
COc1ccccc1NS(=O)(=O)c1cccs1	nt	-11	0	-7	1	3	16	?
CCCC(=O)N(Cc1cc(=O)[nH]c2ccccc12)c1ccc(C)cc1C	-0.2	0	6	-2	-4	-6	-3	4
CN(C)CCNC(=O)c1csc(Nc2cccc3ccccc23)n1	nt	51*	-32	9	-9	-3	12	-5
Cc1nc2c(OCCC3CCCCC3)cccn2c1N(C)C(=O)CCC1CCCC1	-0.1	-21	3	nt	-3	-5	-10	-1
Cc1cccc(C)c1NC(=O)CN(C)C(=O)COc1cccc2c1OC(C)(C)C2	1.3	1	-3	-6	nt	-1	nt	0
CCCCNC(=O)c1onc(CSc2ccc(Cl)cc2)c1C(=O)O	0.1	-7	3	-9	0	3	-3	0
CCC(=O)N[C@@H]1CC[C@@H](CC(=O)NCC2CCCCC2)O[C@@H]1CO	-0.2	6	0	-10	-1	-1	-6	2
O=C(CSCc1cccc(F)c1)N1CCN(c2ccccc2)CC1	nt	-12	2	9	-9	33	-4	-1
Cc1noc(C)c1NC(=O)Nc1cccc2c1O[C@@H](CN(C)Cc1ccc(C(F)(F)F)cc1)[C@H](C)CN([C@@H](C)CO)C2=O	252*	7	nt	3	1	-3	0	3
CCCC(O)C#Cc1cnc2c(c1)C(=O)N([C@H](C)CO)C[C@H](C)[C@H](CN(C)S(=O)(=O)c1cccc(OC)c1)O2 (some centres undefined)	0.0	-15	2	-5	2	6	0	0
CCCNC(=O)C[C@H]1CC[C@@H]2[C@@H](COc3ccc(NS(=O)(=O)c4ccccc4C)cc3C(=O)N2C)O1	0.1	-7	-1	-2	-1	-1	-1	-4
NC(=O)COC(=O)c1ccccc1SCC(=O)NC1CCCCCCC1	nt	-6	0	-4	-1	nt	0	1
O=C(O)c1ccc(NS(=O)(=O)c2cccc(C(=O)Nc3cccc(C(=O)O)c3)c2)cc1	nt	-18	1	12	1	-4	-9	5
CCOC(=O)C1(C)CCN1C(=O)c1ccccc1OC (centres undefined)	2.4	-3	-1	nt	4	-8	-6	-4
CCc1ccc(C(CNC(=O)c2ccc3c(=O)n(-c4ccccc4F)c(=S)[nH]c3c2)N(C)C)cc1 (centres undefined)	5.4	-5	1	3	nt	nt	nt	7
O=C(Nc1ccc(F)cc1)NC1CCN(Cc2nnnn2Cc2ccco2)CC1	nt	nt	nt	5	1	11	0	nt
O=C1NC2(CCCCCC2)C(=O)N1Cc1cccc([N+](=O)[O-])c1	0.0	-23	-2	0	20*	0	1	4
CCOC(=O)CN(C(=O)CNC(=O)c1cccs1)C(C(=O)NC1CCCCC1)c1cccs1 (centres undefined)	-1.1	nt	nt	-11	-5	-3	-35	nt
CN(C)C(=O)C[C@H]1CC[C@H]2[C@@H](COc3ccc(NC(=O)C4CCOCC4)cc3C(=O)N2C)O1	0.0	8	3	11	-2	-1	-3	4
COc1ccc(/C=C/C(=O)NC(=S)Nc2ccc(S(N)(=O)=O)cc2)cc1OC	0.1	7	-1	-2	-7	-4	-7	0
O=C(Cn1nnc(-c2ccccc2-n2cnnn2)n1)c1ccccc1	nt	nt	nt	0	-3	-2	11	nt
Cc1ccc(S(=O)(=O)Nc2ccc3c(c2)C(=O)N([C@@H](C)CO)C[C@H](C)[C@@H](CN(C)Cc2ccccc2)OCCCC[C@@H](C)O3)cc1	nt	nt	nt	-6	-5	-3	3	nt
Cc1c(OCC(=O)NCc2ccncc2)ccc2c3c(c(=O)oc12)CCCC3	nt	-2	-2	-3	7	11	-8	0
COc1ccc(NC(=O)CC(C)n2ccnc2)cc1 (centres undefined)	-0.1	-1	-5	-1	10	4	-1	0
CCCN1[C@@H]2c3ccc(-c4ccccc4OC)c(=O)n3C[C@@H]2[C@@H](CO)[C@@H]1C(=O)N1CCCCC1	0.0	-14	-3	nt	4	-2	3	1
O=C(OCC(=O)N1CCCC1)c1cc(Br)ccc1Cl	0.2	0	-1	-14	nt	nt	nt	-5
COC(=O)c1c(C)nn(-c2ccc(OC(F)(F)F)cc2)c1-c1snnc1C	nt	-2	-1	nt	1	-5	-15	2
CCOC(=O)c1[nH]c(C)c(C(=O)N2CCc3c([nH]c4ccccc34)C2c2ccccn2)c1C (centres undefined)	0.0	-24	0	14	nt	nt	nt	3
CCc1ccc(OCC(=O)NNC(=O)c2ccc(-n3cncn3)c([N+](=O)[O-])c2)cc1	2.8	-9	5	-1	nt	-3	nt	-7
COc1ccccc1CN1CCN(Cc2ccco2)CC1	nt	2	-7	-5	-1	1	2	2
O=C(CN1C(=O)NC(c2ccccc2)(c2ccccc2)C1=O)NCc1ccccc1	nt	-14	1	-12	10	7	2	-5
O=C(CN1C(=O)NC2(CCCC2)C1=O)Nc1nc2ccccc2[nH]1	0.6	-10	2	-8	0	-3	9	0
C[C@@H]1COc2cc(N3CCOCC3)ccc2S(=O)(=O)N1	0.0	2	0	nt	nt	nt	nt	2
CC1CN(S(=O)(=O)c2cccc(C(=O)OCCOc3ccccc3)c2)CC(C)O1 (centres undefined)	nt	-5	2	nt	-1	-2	13	2
O=C(COc1ccccc1Cl)c1ccc[nH]1	nt	-29	27	2	nt	nt	nt	2
COc1cccc(C(=O)Nc2ccc3c(c2)OC[C@@H](C)N(C)C[C@@H](C)[C@@H](OC)CN(C)C3=O)c1	0.8	13	-1	3	-2	-2	-1	-4
C=CCNC(=S)N1CCN(c2ccccc2Cl)CC1	0.0	-5	-1	nt	nt	nt	nt	4
COc1ccc(N2CCN(C(=O)c3ccc(S(=O)(=O)N4CCCCCC4)cc3)CC2)cc1	-1.7	-13	2	-3	1	nt	-4	7
CCOc1ccc(S(=O)(=O)Nc2cccc(C(=O)N(C)Cc3cccc(OC)c3OC)c2)cc1	-0.2	-4	2	4	-9	0	-2	0
Cc1csc(NS(=O)(=O)c2cccc([N+](=O)[O-])c2)n1	2.5	-9	0	-8	-4	-9	1	-6
CC(C)(C)c1ccc(-c2nc(C#N)c(N3CCC(C(N)=O)CC3)o2)cc1	0.3	-13	3	11	2	-1	-7	2
